MEP2 TOR yeast: modulators of MEP2-GFP levels in yeast, primary screen, S. cerevisiae, multiplex flow cytometry, MLPCN library | GFP response vs DMSO, % at 10 µM | 330,000 compounds, 0.51% hits | AID 2016, 2009 | S. cerevisiae MEP2-GFP strain, 3 h; 100% = DMSO control level;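 active means GFP response versus DMSO above a set limit, roughly screen mean plus 3 SD, cut at about 180% in these data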;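 further: median GFP fluorescence of the barcode-gated MEP2-GFP cells per well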
VLA-4 inh: inhibition in human VLA-4 binding assay, primary screen, VLA-4 allosteric modulator project, MLPCN library, flow cytometry, VLA-4 expressing cells. inhibition, % (about 7 µM as worked out from the volumes in the protocol). AID 2557, 2010. Integrin alpha-4 (Homo sapiens), P13612. 330,000 compounds, 0.2% hits. ligand binding flow cytometry; in the data active means inhibition above about 50%
LAP4-GFP MLPCN: modulators of LAP4-GFP expression in yeast, primary screen, S. cerevisiae, multiplex flow cytometry, MLPCN library; 3 h; median GFP as percent of DMSO wells; 320,000 compounds, 0.34% hits; GFP response vs DMSO, % at 10 µM;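 active means GFP response vs DMSO above a set limit, about the screen mean plus 3 SD, cut at about 150% in these data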
GRK2 inh: compounds blocking aptamer binding on GRK2 – biochemical, human GRK2, bead flow cytometry, HTS, primary screen | Beta-adrenergic receptor kinase 1 (Homo sapiens), P25098 | FAM-aptamer displacement from GRK2 | inhibition of aptamer binding, % at 10 µM | 330,000 compounds, 0.59% hits | AID 488847, 2010;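 active means inhibition of aptamer binding above 40%, roughly 3 SD of noise, on plates passing a quality check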;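 further: median bead fluorescence of bound FAM aptamer so fluorescent compounds give negative values; no value below 0 was filed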
Target sequence (P25098 whole entry, looked up): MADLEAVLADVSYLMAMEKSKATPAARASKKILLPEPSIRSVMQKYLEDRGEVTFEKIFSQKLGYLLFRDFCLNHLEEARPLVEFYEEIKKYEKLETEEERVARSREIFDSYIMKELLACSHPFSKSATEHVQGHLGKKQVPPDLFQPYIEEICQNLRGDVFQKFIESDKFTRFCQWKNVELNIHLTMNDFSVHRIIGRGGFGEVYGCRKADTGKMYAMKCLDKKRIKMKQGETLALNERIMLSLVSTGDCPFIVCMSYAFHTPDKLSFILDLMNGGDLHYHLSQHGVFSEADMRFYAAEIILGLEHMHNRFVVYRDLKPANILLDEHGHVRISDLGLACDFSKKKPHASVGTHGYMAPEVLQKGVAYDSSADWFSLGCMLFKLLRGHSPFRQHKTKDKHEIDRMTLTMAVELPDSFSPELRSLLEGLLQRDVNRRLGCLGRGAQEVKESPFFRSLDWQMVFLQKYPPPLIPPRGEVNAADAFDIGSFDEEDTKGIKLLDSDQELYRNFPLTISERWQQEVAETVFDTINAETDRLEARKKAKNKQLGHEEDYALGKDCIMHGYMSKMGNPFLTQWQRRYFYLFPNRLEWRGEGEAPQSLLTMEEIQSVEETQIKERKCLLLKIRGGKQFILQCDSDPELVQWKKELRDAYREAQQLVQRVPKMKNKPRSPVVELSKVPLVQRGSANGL
RPL19A-GFP yeast: RPL19A-GFP expression modulators in yeast, primary screen, cell-based, S. cerevisiae, multiplex flow cytometry, MLPCN; S. cerevisiae RPL19A-GFP strain, 3 h; stronger effect = lower value; percent response vs DMSO, % at 10 µM; 330,000 compounds, 0.3% hits; AID 2025, 2009;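 active means percent response vs DMSO below 50%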;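 further: median channel GFP fluorescence of the barcoded RPL19A-GFP strain; ratio of sample median GFP to plate DMSO average so 100% = DMSO; lower means less RPL19A-GFP as with rapamycin TOR inhibition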
CIT2-GFP yeast: modulators of CIT2-GFP expression in yeast, primary screen, S. cerevisiae, GFP fusion, multiplex flow cytometry, MLPCN library | S. cerevisiae CIT2-GFP strain, 3 h; 100 means same as DMSO wells | GFP response vs DMSO, % at 10 µM | 320,000 compounds, 0.065% hits;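 active means GFP response relative to DMSO above a set limit, near the screen mean plus 3 SD, cut at about 150% in these data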;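 further: ratio of well median GFP fluorescence to mean of DMSO wells on the plate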
CR mimetic SO: reduction of superoxide in aged yeast, primary screen, HTS. S. cerevisiae aged cells, superoxide DHE fluorescence; stronger effect = lower value. superoxide response (% of plate mean), % at 10 µM. 330,000 compounds, 0.18% hits. AID 2690, 2010;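 active means superoxide response under a set limit, about three screen SD below normal, cut at about 65% in these data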;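 further: yeast aged for seven days with compound at 30 °C before DHE staining; 100% = average MFI of all compound-treated wells on the plate with controls excluded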
AGP1 TOR yeast: modulators of AGP1-GFP expression in yeast TOR pathway, primary screen, cell-based, multiplex flow cytometry, S. cerevisiae, MLPCN library | GFP response vs DMSO, % at 10 µM | AID 2066, 2009 | 320,000 compounds, 0.02% hits | 3 h; GFP as percent of DMSO wells;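 active means GFP response relative to DMSO above a set limit, near screen average plus 3 SD, cut at about 150% in these data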;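 further: median GFP channel fluorescence of the gated AGP1 strain per well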
* = called active by the depositor; x = no result given.

SMILES | MEP2 TOR yeast | VLA-4 inh | LAP4-GFP MLPCN | GRK2 inh | RPL19A-GFP yeast | CIT2-GFP yeast | CR mimetic SO | AGP1 TOR yeast
CC1CCCCC12NC(=O)N(CC(=O)NCC(=O)Nc1ccc(F)c(F)c1F)C2=O (stereo unspecified) | 100.7 | -8.4 | 104.6 | 13.0 | 104.0 | 110.3 | 87.1 | 116.1
COC(=O)C1CC(O)CN1S(=O)(=O)c1ccc2ccccc2c1 (stereo unspecified) | 99.2 | 7.0 | 100.0 | 2.0 | 101.2 | 97.9 | 121.8 | 99.8
O=C(COC(=O)CNC(=O)c1ccco1)NCc1ccc(F)cc1 | 105.2 | 41.5 | 95.7 | 0.0 | 108.7 | 102.9 | 100.5 | 97.0
CC1CCN(c2ncnc3nc[nH]c23)CC1 | 112.4 | -17.7 | 111.4 | 0.0 | 104.0 | 102.7 | 94.9 | 108.0
O=C(O)c1ccc(CS(=O)(=O)c2ccc(Br)cc2)cc1 | 111.3 | 0.1 | 96.7 | 0.0 | 100.0 | 97.6 | 107.7 | 86.0
Cc1cc(C)c(NC(=O)CN(C)S(=O)(=O)c2ccc3c(c2)n(C)c(=O)c(=O)n3C)c(C)c1 | 99.4 | -101.3 | 98.5 | 18.0 | 99.0 | 99.9 | 115.6 | 104.0
O=C(O)CN1C(=O)NC2(CCOc3ccccc32)C1=O (stereo unspecified) | 99.5 | 5.8 | 101.4 | 0.0 | 97.9 | 99.0 | 105.8 | 94.1
O=C(CN1CCNC(=O)C1)NCCc1ccc(Cl)cc1Cl | 101.7 | -0.9 | 90.1 | 0.0 | 101.2 | 105.6 | 101.0 | 98.1
CCN(C(=O)CN1CCCCC1)C1(C)C(=O)c2ccccc2C1=O | 106.1 | 9.2 | 89.2 | 1.0 | 103.6 | 100.5 | 110.4 | 97.7
CCOC(=O)C1(Cc2ccccc2C)CCCN(C(=O)c2sccc2C)C1 (stereo unspecified) | 95.7 | 8.5 | 99.2 | 0.0 | 84.8 | 91.6 | 96.3 | 92.4
CN(Cc1cccs1)C(=O)/C=C/c1ccccc1[N+](=O)[O-] | 108.4 | 5.6 | 97.7 | 0.0 | 105.9 | 98.6 | 88.3 | 95.3
CCN(Cc1ccccc1)C(=O)CN1C(=O)c2ccccc2S1(=O)=O | 105.6 | 7.5 | 99.8 | 2.0 | 98.5 | 106.0 | 99.9 | 106.2
O=C(CSc1c2c(nc3cc(Cl)ccc13)CCCC2)NCCN1CCOCC1 | 92.5 | 10.5 | 89.3 | 0.0 | 103.2 | 95.7 | 96.2 | 96.8
COc1ccc(S(=O)(=O)Nc2cccc(NC(C)=O)c2)cc1 | 97.6 | 1.4 | 93.5 | 2.0 | 93.3 | 100.6 | 101.8 | 98.8
Cc1cccc(C)c1NC(=S)Nc1c(C)n(C)n(-c2ccccc2)c1=O | 101.8 | 8.0 | 96.9 | 2.0 | 114.5 | 110.0 | 95.8 | 108.9
CCC1Nc2ccccc2-c2nnc(SC)nc2O1 (stereo unspecified) | 106.9 | -1.5 | 105.8 | 0.0 | 102.4 | 109.6 | 131.6 | 106.6
COC(=O)C1=CN(CC2CCCO2)C=C(C(=O)OC)C1c1cc(OC)c(OC)c(OC)c1 (stereo unspecified) | 86.2 | 3.5 | 96.3 | 8.0 | 95.3 | 94.6 | 98.1 | 88.9
CC(C)C(NC(=O)c1c(F)cccc1F)C(=O)N1CCN(c2ncccn2)CC1 (stereo unspecified) | 105.7 | -2.4 | 107.8 | 0.0 | 102.2 | 104.6 | 108.2 | 107.3
Cc1ccccc1-c1nc(CS(=O)(=O)CC(=O)NCc2ccco2)c(C)o1 | 96.0 | -1.4 | 90.1 | 4.0 | 100.3 | 102.5 | 96.2 | 97.2
COC(=O)c1ccc(/C=N/NC(=O)CC(=O)NC(C)C)cc1 | 103.1 | 30.1 | 97.8 | 0.0 | 99.1 | 102.2 | 99.1 | 103.1
COc1cccc(OC)c1C(=O)NNC(=O)c1cccc(COc2ccc3c(c2)CCC3)c1 | 107.8 | -4.8 | 101.1 | 0.0 | 99.9 | 100.9 | 101.8 | 112.5
CCN(CC)C(=O)c1ccc(-c2nnc(Nc3ccc(C(=O)NC)cc3)c3ccccc23)cc1 | 99.1 | -14.7 | 89.2 | 0.0 | 99.9 | 100.0 | 98.6 | 98.9
O=C(O)/C=C/c1cn(Cc2ccccc2)nc1-c1ccc(Cl)cc1 | 101.1 | -13.2 | 100.0 | 0.0 | 94.0 | 94.4 | 98.8 | 100.2
Cc1ccc(-n2c(SCC(=O)OC(C)C)nnc2-c2ccco2)cc1 | 102.4 | -13.6 | 99.7 | 2.0 | 103.6 | 100.1 | 96.0 | 102.1
C=C(C)CNC(=S)NN=C1c2ccccc2-c2ccccc21 | 100.6 | 7.5 | 95.9 | 2.0 | 99.1 | 103.3 | 108.7 | 96.4
CC(C)NC(=O)/C(C#N)=C/c1ccc2c(c1)OCCO2 | 94.8 | 5.8 | 100.9 | 3.0 | 95.0 | 86.2 | 102.5 | 94.6
Cc1ccc2nc(C)c(C(=O)N/N=C/c3ccco3)cc2c1 | 104.1 | 1.0 | 90.5 | 0.0 | 105.4 | 107.4 | 101.8 | 104.2
CCN(CC)C(=S)SCC(=O)Nc1nc(=O)c2ccccc2s1 | 112.2 | 6.3 | 100.4 | 0.0 | 110.2 | 105.2 | 97.1 | 107.3
COc1ccc(CN(CC(=O)NC2CCCC2)C(=O)CCC(=O)Nc2nccs2)cc1 | 99.8 | -6.9 | 80.3 | 0.0 | 95.5 | 91.0 | 118.8 | 95.0
CN1CCN(c2ccc(S(=O)(=O)N3CCOCC3)cc2)CC1 | 96.2 | 6.6 | 81.8 | 2.0 | 100.7 | 89.7 | 90.9 | 81.9
O=c1c2ccccc2ncn1Cc1ccc(Cl)cc1 | 103.2 | 1.4 | 107.4 | 3.0 | 98.0 | 90.0 | 102.3 | 105.7
CC(OC(=O)CCN=C1NS(=O)(=O)c2ccccc21)C(=O)Nc1ccccc1F (stereo unspecified) | 110.5 | -0.9 | 103.3 | 1.0 | 98.8 | 99.8 | 94.3 | 102.4
CN(C)CCCN(C(=O)COc1ccccc1)c1nc2c(Cl)cccc2s1 | 102.4 | 3.7 | 107.5 | 0.0 | 99.1 | 103.2 | 103.9 | 105.9
Cc1ccc(-c2cc(N)on2)cc1 | 101.6 | 19.5 | 104.2 | 9.0 | 102.0 | 102.2 | 109.0 | 101.3
CCOC(=O)N1CCN(Cc2nc(N)nc(Nc3ccc(OC)cc3)n2)CC1 | 103.1 | 6.1 | 100.5 | 0.0 | x | 102.3 | 94.0 | 99.2
CCc1ccc(OC)c(S(=O)(=O)Nc2ccccc2C)c1 | 95.0 | -10.4 | 98.7 | 0.0 | 95.3 | 99.3 | 90.1 | 97.1
CN(CCc1ccccn1)C(=O)c1cccnc1Oc1ccccc1 | 100.8 | 1.8 | 106.6 | 0.0 | 97.7 | 103.6 | 96.7 | 111.4
O=C1/C(=C\c2ccco2)NC(=S)N1c1ccccc1 | 111.9 | -20.9 | 80.9 | 1.0 | 108.2 | 109.0 | 102.1 | 90.7
CN(C)CCCN1c2ccc([N+](=O)[O-])cc2CCc2cc([N+](=O)[O-])ccc21 | 107.7 | -10.8 | 102.6 | 0.0 | 104.3 | 101.0 | 91.1 | 102.4
CCCCN(CCCC)C1=Nc2ccccc2N/C1=C(/C#N)C(=O)OCC | 97.8 | 6.4 | 99.7 | 14.0 | 105.0 | 97.8 | 96.1 | 110.9
COc1ccccc1N1CCN(/N=C/c2ccc(O)cc2O)CC1 | 106.7 | 9.1 | 84.0 | 2.0 | 100.6 | 107.5 | 92.2 | 94.3
CSc1sc(C)cc1C1C(C#N)=C(N)N(c2cccnc2)C2=C1C(=O)CC(C)(C)C2 (stereo unspecified) | 95.7 | 0.2 | 96.8 | 3.0 | 90.9 | 88.5 | 88.6 | 92.3
COc1cc2c(cc1NC(=O)COC(=O)[C@@H](NS(=O)(=O)c1cccc(Cl)c1)C(C)C)oc1ccccc12 | 104.6 | 8.0 | 94.7 | 0.0 | 106.2 | 98.7 | 77.9 | 95.9
O=C(COc1cccc(Cl)c1)NNC(=S)Nc1ccccc1 | 102.8 | 1.6 | 91.2 | 0.0 | 109.0 | 113.0 | 106.7 | 108.3
COc1ccc2oc(=O)c(-c3nc4ccccc4o3)cc2c1 | 101.9 | 15.4 | 107.7 | 9.0 | 98.3 | 94.7 | 94.7 | 82.4
COCCn1c(C)cc(/C=N/NC(=O)c2cccnc2)c1C | 98.7 | 2.0 | 113.6 | 2.0 | 96.5 | 98.9 | 98.8 | 99.0
COC(=O)c1ccccc1NC(=O)c1cc2ccccc2o1 | 88.6 | -17.0 | 74.3 | 2.0 | 91.9 | 96.7 | 99.7 | 83.2
Cc1nn(CC(=O)Nc2nc3ccccc3s2)c(C)c1[N+](=O)[O-] | 109.1 | 2.4 | 102.0 | 3.0 | 95.8 | 99.5 | 95.6 | 108.7
COCCN=c1scc(-c2cccs2)n1/N=C(\C)c1ccco1 | 102.2 | -54.5 | 90.1 | 0.0 | 99.3 | 69.1 | 74.5 | 87.2
CCSc1nnc(NC(=O)CSc2nc3c(c(=O)n2-c2ccccc2)SCC3)s1 | 101.7 | 8.9 | 93.5 | 0.0 | 108.1 | 104.2 | 98.0 | 109.2
COC(=O)c1cnc(NNS(=O)(=O)c2ccc(Cl)cc2)nc1C(F)(F)F | 90.6 | 2.1 | 100.7 | 0.0 | 96.5 | 88.3 | 104.7 | 95.9
C/C(=N\OC(=O)c1ccc(C)cc1)c1c(C)nc2cc(C)ccn12 | 110.5 | -12.3 | 106.1 | 1.0 | 105.3 | 104.6 | 102.6 | 76.6
CSCCC(NS(=O)(=O)c1ccc2c(c1)oc(=O)n2C)C(=O)NCc1ccc(C)cc1 (stereo unspecified) | 102.5 | -17.9 | 109.3 | 0.0 | 104.3 | 105.2 | 87.2 | 113.8
Cc1cc([N+](=O)[O-])nn1CCCC(=O)Nc1cccc(Cl)c1Cl | 110.9 | -1.1 | 102.9 | 7.0 | 101.3 | 102.2 | 101.4 | 102.3
O=C(NC1CCCC1)c1ccc(CS(=O)(=O)Cc2ccccc2F)o1 | 99.1 | -2.6 | 103.0 | 0.0 | 99.3 | 102.6 | 96.9 | 101.5
Cc1cccc(NC(=O)c2cccc(S(=O)(=O)NCc3ccccc3)c2)n1 | 106.2 | -6.7 | 103.7 | 0.0 | 99.0 | 112.2 | 90.6 | 105.2

In the list so far, these contain a COOH group:
SMILES | MEP2 TOR yeast | VLA-4 inh | LAP4-GFP MLPCN | GRK2 inh | RPL19A-GFP yeast | CIT2-GFP yeast | CR mimetic SO | AGP1 TOR yeast
O=C(O)c1ccc(CS(=O)(=O)c2ccc(Br)cc2)cc1 | 111.3 | 0.1 | 96.7 | 0.0 | 100.0 | 97.6 | 107.7 | 86.0
O=C(O)CN1C(=O)NC2(CCOc3ccccc32)C1=O (stereo unspecified) | 99.5 | 5.8 | 101.4 | 0.0 | 97.9 | 99.0 | 105.8 | 94.1
O=C(O)/C=C/c1cn(Cc2ccccc2)nc1-c1ccc(Cl)cc1 | 101.1 | -13.2 | 100.0 | 0.0 | 94.0 | 94.4 | 98.8 | 100.2
